Screening results from PubChem.
RBX1-CUL1 inh = blocks human RBX1-Cullin-1 di-ubiquitin formation | P62877+Q13616 | in vitro K48 di-Ub FRET, acceptor:donor ratio, 45 min | inhibition, % at 10 µM | actives 0.6% (n = 140,000) | AID 1347404; in the data active = inhibition above about 25%
Target sequence (P62877 whole entry, looked up): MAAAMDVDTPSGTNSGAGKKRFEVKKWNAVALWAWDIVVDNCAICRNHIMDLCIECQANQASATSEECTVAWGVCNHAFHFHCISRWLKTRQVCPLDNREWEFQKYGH
Target sequence (Q13616 whole entry, looked up): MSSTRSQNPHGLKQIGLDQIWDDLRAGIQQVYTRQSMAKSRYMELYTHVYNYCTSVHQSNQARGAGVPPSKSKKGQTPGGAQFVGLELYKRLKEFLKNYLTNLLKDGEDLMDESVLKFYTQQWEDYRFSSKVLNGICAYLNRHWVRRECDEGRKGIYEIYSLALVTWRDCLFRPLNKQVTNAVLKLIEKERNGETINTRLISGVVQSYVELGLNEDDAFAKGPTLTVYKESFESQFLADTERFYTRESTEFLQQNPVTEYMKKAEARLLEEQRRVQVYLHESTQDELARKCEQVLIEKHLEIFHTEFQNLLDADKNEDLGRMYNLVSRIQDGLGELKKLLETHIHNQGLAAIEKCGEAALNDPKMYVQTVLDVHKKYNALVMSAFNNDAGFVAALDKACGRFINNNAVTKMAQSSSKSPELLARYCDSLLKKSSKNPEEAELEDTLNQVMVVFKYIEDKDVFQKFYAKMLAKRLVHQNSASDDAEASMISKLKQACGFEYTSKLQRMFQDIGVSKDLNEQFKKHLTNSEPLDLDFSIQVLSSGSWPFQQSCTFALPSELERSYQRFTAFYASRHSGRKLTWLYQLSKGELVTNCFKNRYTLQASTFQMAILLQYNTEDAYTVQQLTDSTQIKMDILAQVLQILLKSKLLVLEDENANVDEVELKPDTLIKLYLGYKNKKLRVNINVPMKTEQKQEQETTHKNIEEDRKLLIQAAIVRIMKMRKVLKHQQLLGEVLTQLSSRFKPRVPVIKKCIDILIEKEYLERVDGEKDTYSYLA
The depositor's hits bear a star. The list is partial; the hit share may differ from the screen's.

The first 2 compounds, to show the layout:
SMILES	RBX1-CUL1 inh
CCc1ccccc1N=C1C(=O)N(c2ccccc2)C(=O)C1Cl (stereo not given)	5
CN(C)CCSC1(c2ccccc2)c2ccccc2CSc2ccccc21 (stereo not given)	-6

All compounds of this part, previewed entries included:
SMILES	RBX1-CUL1 inh
CCc1ccccc1N=C1C(=O)N(c2ccccc2)C(=O)C1Cl (stereo not given)	5
CN(C)CCSC1(c2ccccc2)c2ccccc2CSc2ccccc21 (stereo not given)	-6
O=C(Cc1csc(-c2ccccc2)n1)NCCN1Cc2ccccc2OC(c2ccsc2)C1 (stereo not given)	-2
Cc1ccc(C)c(S(=O)(=O)NCc2ccc(C(=O)Nc3ccc(Br)cc3F)cc2)c1	10
CCN(CC)C(=O)C1CCN(c2nnc(C)c3c(C)n(-c4ccc(Cl)cc4)nc23)CC1	1
c1ccc(Cn2nnnc2-c2ccco2)cc1	1
O=C(NCc1ccc(F)cc1)c1ccc2c(c1)nnn2C1CCCC1	-9
O=C1CN(c2ccc(Cl)cc2)C2(CCCCC2)S1	-8
COc1ccc(CCNC(=O)c2cc3c(s2)-c2c(C)cccc2OC3)c(OC)c1	-19
CC(C)(C)OC(=O)N1CCc2nc(N3CCN(c4ncccn4)CC3)ncc2C1	-7
O=C(N/N=C/c1c(Cl)cccc1Cl)c1ccccc1[N+](=O)[O-]	4
Cc1ccc(-n2ncc(C(=O)N3CCN(c4ccc(Cl)cc4)CC3)c2C2CCN(C(=O)OC(C)(C)C)CC2)c(C)c1	-1
Fc1ccc(Nc2nc(Nc3ccc(F)cc3F)nc(N3CCOCC3)n2)cc1	-4
Cc1cc(C)cc(NC(=O)Cn2c(=O)n(Cc3ccco3)c(=O)c3oc4ccccc4c32)c1	-8
COc1ccc(C)cc1NC(=O)c1cc2ccccn2n1	7
CCCCOc1ccc(C(=O)O)cc1F	10
CSc1cccc(NC(=O)NCCN2CCN(c3ccccc3)CC2)c1	-4
COC(=O)c1cc(CNC(=O)Cc2cccs2)cc(NC(=O)c2cc(C)nn2C)c1	-1
CC1=C(C(=O)N2CCCC2C(=O)Nc2cccc(-n3cccn3)c2)OCCO1 (stereo not given)	2
O=C(Cc1ccc(N2CCC(NC3Cc4ccccc4C3)CC2)cc1)NCCc1cccc(F)c1	1
COC(=O)c1ccccc1NC(=O)C(Cc1ccccc1)N1Cc2ccccc2C1=O (stereo not given)	5
CN(C)S(=O)(=O)N1CCN(c2cc(Cl)ccc2Cl)CC1	-6
CCOC(=O)C1CCN(C(=O)c2nn(-c3ccc(OC)c(Cl)c3)c(=O)c3c2c2ccccc2n3C)CC1	-5
Cc1ccccc1C(=O)Nc1sc2c(c1C(=O)N1CCOCC1)CCC(C)C2 (stereo not given)	10
O=C(N1CCN(c2ccccc2F)CC1)C12CC3CC(CC(C3)C1)C2	7
CCOc1ccccc1CNC(=O)c1ccc(NC(=O)N2CCSc3ncccc32)cc1	-3
CCN(CC)C1CC(=O)N(c2c(C)cc(C)cc2C)C1=O (stereo not given)	-6
CCn1c(SCC(=O)Nc2sc(-c3ccccc3)cc2C(N)=O)nc2sc3c(c2c1=O)CCC(C)C3 (stereo not given)	0
CC(=O)c1cc(-c2ccccc2)n(CCC(=O)Nc2ccc(C)cc2C)c1C	3
Cc1ccc(SCc2ccc(Br)cc2)cc1	0
O=C1C(=O)N(Cc2ccco2)C(c2cccs2)C1C(=O)c1ccc(F)cc1 (stereo not given)	12
Cc1cc(C)nc(CNc2nncc(-c3cc4ccccc4o3)n2)n1	-4
O=C(O)CC1(CC(=O)Nc2ccc(C(F)(F)F)cc2)CCCC1	-6
CC1(C)CC(=O)c2cnc(NC3CCCC3)nc2C1	5
O=C(Nc1cc(NC(=O)c2ccc([N+](=O)[O-])cc2)cc(C(=O)N2CCCCC2)c1)c1ccc([N+](=O)[O-])cc1	-7
O=C(NCc1ccccn1)c1cccc(NS(=O)(=O)c2ccccc2F)c1	-3
O=C1COc2ccc(C3=Nc4ccccc4SC(c4ccccc4)C3)cc2N1 (stereo not given)	-10
CCN(CC)CC(O)COc1ccc(CNCc2cnn(C)c2)cc1OC (stereo not given)	16
Cc1cc2nc(-c3ccc(=O)[nH]n3)cc(=O)n2[nH]1	7
CCc1ccccc1NC(=O)Cn1c(=O)n(CCCCCC(=O)NCc2ccc(C)cc2)c(=O)c2sccc21	3

4 of the compounds above, with each value named:
> Cc1ccc(SCc2ccc(Br)cc2)cc1
  RBX1-CUL1 inh: 0
> O=C1C(=O)N(Cc2ccco2)C(c2cccs2)C1C(=O)c1ccc(F)cc1 (stereo not given)
  RBX1-CUL1 inh: 12
> Cc1cc(C)nc(CNc2nncc(-c3cc4ccccc4o3)n2)n1
  RBX1-CUL1 inh: -4
> O=C(O)CC1(CC(=O)Nc2ccc(C(F)(F)F)cc2)CCCC1
  RBX1-CUL1 inh: -6

Retrieved by compound from above (seven):
SMILES	RBX1-CUL1 inh
Cc1ccc(SCc2ccc(Br)cc2)cc1	0
CCN(CC)CC(O)COc1ccc(CNCc2cnn(C)c2)cc1OC (stereo not given)	16
CC1(C)CC(=O)c2cnc(NC3CCCC3)nc2C1	5
CCn1c(SCC(=O)Nc2sc(-c3ccccc3)cc2C(N)=O)nc2sc3c(c2c1=O)CCC(C)C3 (stereo not given)	0
CCOc1ccccc1CNC(=O)c1ccc(NC(=O)N2CCSc3ncccc32)cc1	-3
CCc1ccccc1NC(=O)Cn1c(=O)n(CCCCCC(=O)NCc2ccc(C)cc2)c(=O)c2sccc21	3
COC(=O)c1ccccc1NC(=O)C(Cc1ccccc1)N1Cc2ccccc2C1=O (stereo not given)	5

Next part:
SMILES	RBX1-CUL1 inh
CC(C)(C)c1cc(C(c2ccccn2)N2CCCCC2)cc(C(C)(C)C)c1O (stereo not given)	0
CCOc1ccc(C(=O)c2c(N)c(-c3nc(-c4ccc5c(c4)OCO5)cs3)c3ccccn23)cc1	-5
Cc1c(C(=O)O)nnn1-c1ccccc1Cl	6
CCOC(=O)C1CCCN(c2ncnc3c2nnn3C)C1 (stereo not given)	-13
CS(=O)(=O)N1CCC(CCC(=O)NC2CCN(Cc3ccccc3)C2)CC1 (stereo not given)	-2
C(C#CCOC/C=C/c1ccccc1)#CCOC/C=C/c1ccccc1	-2
CCOc1cc(C2CC(=O)N=C3C2C(=O)N=C(SCc2cccc(Cl)c2)N3C)ccc1O (stereo not given)	1
O=C(c1cnn2c(-c3ccccc3)cc(-c3ccccc3)nc12)N1CCCc2ccccc21	0
CC(=O)Nc1ccn(C(NC(=O)c2ccccc2)C(Cl)(Cl)Cl)c(=O)n1 (stereo not given)	3
c1ccc(CN2CCSC2=Nc2ccccc2)cc1	-1
c1ccc(CSCSCc2ccccc2)cc1	-1
CNC(=O)C1CCCN(c2nnc(C)c3c(C)n(-c4ccccc4)nc23)C1 (stereo not given)	-1
CSc1nc2sc(C)c(C)c2c(=O)n1-c1ccccc1	3
COc1ccc2c(c1)Sc1ccccc1C(C#N)=C2C	9
CCOC(=O)c1c(NC(=S)NC(=O)c2ccccc2)sc2c1CCC2	10
O=C(CCCn1nnnc1CN1CCc2ccccc2C1)N1CCCCCCC1	2
COc1ccc2c(c1)Cc1sc(NC(=O)c3ccc(Cl)cc3)nc1-2	24
N#CC1=C(c2ccco2)C2CCCCC2=NC1=S (stereo not given)	1
CCc1cc(C(=O)N2CCCC(c3nc(C)ncc3-c3cccc(C)c3)C2)n(C)n1 (stereo not given)	-5
CC1CN(C(=O)C(C)Sc2ccc(Cl)cc2)CC(C)O1 (stereo not given)	7
Cc1cc(C(F)(F)F)c(C#N)c(SCC(=O)Nc2ncc(Br)cc2Br)n1	2
CCc1csc(CCNC(=O)Cn2ncc(N3CCOCC3)cc2=O)n1	9
CC(C)(C)SCCNC(=O)c1ccc(N(Cc2ccc(Cl)cc2)S(C)(=O)=O)cc1	2
COc1ccc(-c2nc(CSCC(=O)N3CCN(c4ccc(OC)cc4)CC3)c(C)o2)cc1	-10
Cn1nnnc1NCc1ccc(Cl)cc1Cl	11
CCOC(=O)c1ccc(-c2ccc(/C=C3\C(=O)NN(c4ccc(Br)c5ccccc45)C3=O)o2)cc1	9
CC1(C)CC(=O)C(C(=S)Nc2ccc(F)cc2)C(=NCCc2ccccc2)C1 (stereo not given)	-3
C=CCN(CC=C)C(=O)c1cn(Cc2ccccc2F)nn1	-8
CCCOc1ccc(C(=O)Nc2c(C(=O)c3ccc(C)cc3)oc3ccccc23)cc1	4
O=C1C2C(C(=O)N1c1cccc(Br)c1)C2(c1ccccc1)c1ccccc1 (stereo not given)	-9
CCOc1ccc(-n2c(=O)c3sc4ccccc4c3n(Cc3ccc(F)cc3)c2=O)cc1	4
COc1cc(/C=C2/C(=N)N3N=C(C(C)C)SC3=NC2=O)ccc1OCCSc1ccc(C)cc1	11
CCOC(=O)c1cc(C)sc1NC(=O)CN1CCCCC1	-4
COC(=O)c1cc(=O)[nH]c2c(Br)cc(C)cc12	3
N#CC1(C#N)C(c2ccc(OCC(N)=O)cc2)[C@@H]1C(=O)C12CC3CC(CC(C3)C1)C2 (stereo not given in full)	0
COc1ccc(C(=O)CCC(=O)Nc2cccc(C(C)=O)c2)cc1	-2
CCOc1ccc2nc(NC(=O)c3ccccc3)sc2c1	-7
CCN(C(=O)c1cc2c(s1)-c1c(C)cccc1OC2)c1cc(C)ccc1C	2
CC(C)C(=O)NC(=S)Nc1ccc(F)cc1	-9
O=C(Nc1ccc2c(c1)CCCN2C(=O)c1cccs1)c1c(F)cccc1F	-4

3 compounds out of the list above, ordered by the value under RBX1-CUL1 inh, ascending.
SMILES	RBX1-CUL1 inh
CCc1cc(C(=O)N2CCCC(c3nc(C)ncc3-c3cccc(C)c3)C2)n(C)n1 (stereo not given)	-5
COC(=O)c1cc(=O)[nH]c2c(Br)cc(C)cc12	3
Cc1c(C(=O)O)nnn1-c1ccccc1Cl	6

(next part)
SMILES	RBX1-CUL1 inh
Cc1ccc(NC(=O)Cn2nnc3sc4c(c3c2=O)CCCC4)c(C)c1	1
Clc1ccc(Cl)c(/C=N\Nc2nccs2)c1Cl	-2
CC(C)Cc1csc2ncnc(N3CCCC3)c12	-5
COC(=O)c1cc(CNC(=O)CSc2ccccn2)cc(NC(=O)c2cccc(OC)c2)c1	1
C=CCOC(=O)C1C(C)=NC(=O)NC1c1ccc(SC)cc1 (stereo not given)	5
CC(C)CNC(=O)Nc1cc(C(=O)NCc2ccc(C(C)C)cc2)ccc1N1CCCC1	12
COc1ccc(CCCc2nnc(SCC(=O)Nc3ncc(C)s3)o2)cc1	-6
CCn1c(Cc2ccccc2)nnc1SCC(=O)Nc1ccc(Cl)c(C(F)(F)F)c1	0
Cc1ccccc1-c1cccc(CN2CCC(n3cc(CO)nn3)CC2)c1	14
CCCC(=O)Nc1ccc(Cl)c(NC(=O)c2ccc3ccccc3c2)c1	2
Cc1ccc(C)c(N2CCN(c3nc4ccc(C(=O)c5ccccc5)cc4n4cnnc34)CC2)c1	10
COCCN1CCCC2(CCN(Cc3ccc(SC)cc3)C2)C1 (stereo not given)	9
c1ccc(-c2nc(-c3ccc4c(c3)OCO4)cs2)cc1	9
O=C1CC(c2ccc(Cl)cc2)Sc2nc(-c3ccc(F)cc3)nn21 (stereo not given)	-4
CS(=O)(=O)c1ncc(Cl)c(C(=O)Nc2c(C(=O)Nc3ccccc3)oc3ccccc23)n1	-1
CCS(=O)(=O)N1CCC(C(=O)Nc2ccccc2C(=O)O)CC1	-8
COc1ccc(N2C(=O)CC(N3CCC(C(N)=O)CC3)C2=O)cc1F (stereo not given)	12
CC1=NC2=C(C(=O)CC(c3ccccc3)C2)C(c2cccnc2)C1C(=O)Nc1ccccc1C(F)(F)F (stereo not given)	-1
COc1cc(Cl)c(C(=O)C(C(=Nc2ccccc2)SC)[N+](=O)[O-])cc1OC (stereo not given)	1
O=C(c1ccc(Cl)cc1)N1N=C(c2ccccc2)CC1c1ccc2c(c1)OCO2 (stereo not given)	3
S=C(Nc1ccccc1)c1ccccn1	1
Cc1ccc(-c2csc3ncn(Cc4ccccc4C)c(=O)c23)cc1C	1
Cc1ccc(S(=O)(=O)N=C(Nc2ccccc2)C(=NS(=O)(=O)c2ccc(C)cc2)Nc2ccccc2)cc1	1
CCCOc1cc(S(=O)(=O)NC(C)C)ccc1Cl	9
CC(C(=NC(=O)c1ccccc1)C(=O)O)c1cccc([N+](=O)[O-])c1 (stereo not given)	-1
COc1ccccc1CNc1nc(CN(CCO)C2CS(=O)(=O)CC2O)nc2c(C)cccc12 (stereo not given)	-6
Cc1ccc(NC(=O)CCn2c(=O)c3cccn3c3ccccc32)cc1Cl	1
COc1ccc(Nc2cc(C(=O)NCCCN(C)C3CCCCC3)c3ccccc3n2)c(OC)c1	-5
CC(C)c1ccc(-c2noc(SCC(=O)N3CCCCC3)n2)cc1	11
Clc1nc(-c2ccccc2)nc(-c2ccccc2)n1	-8
CCOc1cc(C2NC(=S)N=C(C)C2C(=O)OC)cc(Br)c1OCC (stereo not given)	-5
CCN1C2C=CC=CC2c2ccccc2C1C(Cl)(Cl)Cl (stereo not given)	9
CCOc1ccccc1CNC(=O)C1CCN(S(=O)(=O)c2c(C)noc2/C=C/c2ccc(C)cc2)CC1	-5
CC(=O)C1C(=O)c2cccc3c2N(C1=O)C(C)CC3 (stereo not given)	2
Cn1c(SCC(=O)Nc2ccccc2C(=O)Nc2ccccc2)nc2ccccc2c1=O	2
NC(=O)c1sc2nc3ccccc3cc2c1N	5
Cc1ccccc1CSc1nc2c([nH]c3ccccc32)c(=O)n1-c1ccccc1	-1
O=C(COc1ccc(Cl)cc1Cl)NCCC(=O)OCC(=O)c1ccc(Br)cc1	-3
O=C(c1cn(Cc2ccc(Cl)cc2)nn1)N1CCC(C(=O)N2CCCC2)CC1	2
COc1ccccc1N1CCN(S(=O)(=O)CCNC(=O)C2CC(=O)N(c3ccccc3)C2)CC1 (stereo not given)	4
Cc1c(Cl)cccc1N1C(=O)/C(=C/c2cc(C)n(-c3ccc(C#N)cc3)c2C)C(=O)NC1=S	4
